EBNA-1 inhibitor: EBNA-1 DNA-binding inhibitors, primary screen, biochemical, fluorescence polarization. inhibition, % at 14.8 µM. 0.34% of 300,000 active; in the data active = inhibition above about 28%
Fh CTSL1 inh: Fasciola hepatica cathepsin L1 inhibitors, primary screen, counter-screen for PFM18AAP inhibitor project, biochemical, QFRET, fluorogenic peptide substrate. inhibition, % at 5.96 µM. 0.49% of 300,000 active. recombinant F. hepatica cathepsin L1, Z-Leu-Arg-MCA fluorescence;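 active = inhibition above the mean of all tested compounds plus 3 SD, set per screening campaign, cut at about 17% in these data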;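 note: 0% = plate median of test compound wells and 100% = 1 µM Z-Phe-Ala-diazomethylketone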
PP1 counter: PP1-alpha phosphatase inhibitors, primary screen, counter-screen for PP5 inhibitor project, biochemical, fluorescence, OMFP substrate, single point | 0.9% of 320,000 active | inhibition, % at 6.7 µM | Serine/threonine-protein phosphatase PP1-alpha catalytic subunit (Homo sapiens), P62136 | AID 2235, 2010 | purified PP1alpha;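 active = inhibition above the mean inhibition of all tested compounds plus 3 SD, computed separately for each screening campaign, cut at about 15% in these data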
Target sequence (P62136 whole entry, looked up): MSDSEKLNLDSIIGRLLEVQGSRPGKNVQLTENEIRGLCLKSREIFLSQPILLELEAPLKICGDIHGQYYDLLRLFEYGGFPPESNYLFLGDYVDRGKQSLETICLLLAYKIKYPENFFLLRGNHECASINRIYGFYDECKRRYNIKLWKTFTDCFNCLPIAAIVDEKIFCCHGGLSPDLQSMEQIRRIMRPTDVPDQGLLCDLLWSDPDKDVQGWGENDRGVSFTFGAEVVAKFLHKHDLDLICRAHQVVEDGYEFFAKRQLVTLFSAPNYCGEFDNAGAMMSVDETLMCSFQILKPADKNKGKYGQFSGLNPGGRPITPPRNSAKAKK
ZTA DNA inh: counter-screen for EBNA-1 inhibitors: inhibitors of Epstein-Barr virus ZTA; 0.15% of 320,000 active; P03206; inhibition, % at 11 µM; ZTA-DNA binding, fluorescence polarization; AID 2234; in the data active = inhibition above about 33%
PP5 inh: PP5 phosphatase inhibitors, primary screen, biochemical, fluorescence | purified PP5c, OMFP substrate fluorescence | inhibition, % at 6.7 µM | 0.18% of 320,000 active | AID 1987, 2009;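 active = inhibition above the campaign's mean inhibition across all tested compounds plus 3 SD, cut at about 9.5% in these data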;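 note: 0% = DMSO only and 100% = 100 µM cantharidin control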
Target sequence (P53041 whole entry, looked up): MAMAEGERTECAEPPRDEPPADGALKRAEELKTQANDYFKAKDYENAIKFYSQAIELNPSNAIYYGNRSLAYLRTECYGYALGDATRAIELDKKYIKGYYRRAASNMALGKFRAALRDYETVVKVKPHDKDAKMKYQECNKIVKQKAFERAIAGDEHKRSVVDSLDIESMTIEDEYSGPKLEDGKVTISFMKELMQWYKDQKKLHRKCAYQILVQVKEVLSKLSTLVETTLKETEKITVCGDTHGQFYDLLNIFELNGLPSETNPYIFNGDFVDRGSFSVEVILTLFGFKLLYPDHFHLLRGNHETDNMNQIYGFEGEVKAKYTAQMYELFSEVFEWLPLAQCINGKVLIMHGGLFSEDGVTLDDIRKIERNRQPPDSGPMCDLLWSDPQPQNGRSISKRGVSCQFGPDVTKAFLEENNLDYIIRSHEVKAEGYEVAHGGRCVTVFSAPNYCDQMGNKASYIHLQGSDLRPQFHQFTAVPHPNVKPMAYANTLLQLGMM
TPT1 inhibitor: Candida albicans TPT1 enzyme inhibitors, primary screen, biochemical, fluorescence polarization; inhibition, % at 5 µM; AID 1962, 2009; tRNA 2'-phosphotransferase TPT1 (Candida albicans SC5314); recombinant caTPT1, FP RNA substrate dephosphorylation; 0.81% of 300,000 active;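 active = inhibition above the mean of all tested compounds plus 3 SD, set per screening campaign, cut at about 24% in these data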;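 note: plate controls were DMSO alone for no effect and ferristatin control at 100 nM for full effect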
PREPL inh: PREPL enzyme inhibitors, primary screen, biochemical, fluorescence polarization | Prolyl endopeptidase-like (Homo sapiens), Q4J6C6 | recombinant PREPL, fluorescence polarization activity-based probe | inhibition, % at 5.96 µM | 0.68% of 320,000 active; in the data active = inhibition above about 43%;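 note: 0% = enzyme with DMSO and 100% = wells lacking enzyme; many of its hits are not listed in these tables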
Efflux pump inh: inhibitors of Candida efflux pumps in yeast, primary screen, S. cerevisiae, Nile Red, multiplex. 0.44% of 330,000 active. inhibition, % at 10 µM. AID 485275, 2010. S. cerevisiae Candida pump triplex;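 active = plate passing quality check with inhibition over a set limit, or well fluorescence over plate mean plus 4 SD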;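 note: Nile Red retained in pooled yeast measured as flow cytometry median fluorescence; 0% = buffer negative control and 100% = Enniatin B positive control; higher means more Nile Red kept so more efflux inhibition; some compounds called inactive have numbers as strong as hits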
HCV core dimer: inhibitors of HCV core protein dimerization, primary screen, biochemical, TR-FRET, high-throughput; TR-FRET GST/Flag-core106 dimerization, 1536-well; inhibition, % at 5 µM; 0.33% of 300,000 active; AID 1899, 2009;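 active = inhibition above the mean of all tested compounds plus 3 SD, set per screening campaign, cut at about 45% in these data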
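Assay system: Tagged HCV core106 pair (GST and Flag) | Buffer or medium: KF-containing HEPES buffer, pH 7.45, DTT, CHAPS, BSA | Also added: Eu donor and XL665 acceptor anti-tag antibodies | Dosing: One concentration, 5 µM, in 0.5% DMSO | Timing: 4 h at 22.5 °C | Technique: TR-FRET 671 and 617 nm emission | Repeats: Singlicate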
The depositor's hits bear a star; & = joins results of further samples. A portion of the library. The share of hits here may be higher or lower than overall.

SMILES	EBNA-1 inhibitor	Fh CTSL1 inh	PP1 counter	ZTA DNA inh	PP5 inh	TPT1 inhibitor	PREPL inh	Efflux pump inh	HCV core dimer
CC(Oc1ccc(F)cc1)C(=O)Nc1nc(-c2ccccn2)cs1 (centres undefined)	2	0	21*	-10	-0.4	3	8	0.0	-2
O=C(O)CCC(=O)N1N=C(c2cccs2)CC1c1cccc([N+](=O)[O-])c1 (centres undefined)	-6	1	2	-3	0.8	-1	2	0.1	3
COc1cc(-c2nnn(CC#N)n2)ccc1OCc1ccccc1	2	1	-3	-7	0.5	-1	31	-0.1	1
Cc1ccc(C(=O)N2CCN(c3ccccc3Cl)CC2)cc1[N+](=O)[O-]	0	-2	6	9	0.9	-3	17	-0.3	8
Oc1ccc(N=Cc2ccc(OCc3ccccc3)cc2)cc1	-1	45*	4	-9	3.1	-3	24	0.1	-14
CCOc1ccccc1N(CC(=O)NC1CCCCC1)C(=O)CCC(=O)Nc1nccs1	-1	2	-1	-5	0.5	0	2	-0.1	6
O=C1C(N2CCOCC2)=C(n2nnc3ccccc32)C(=O)c2ccccc21	-4	81*	0	-19	5.7	-8	7	0.0	11
Cc1ccc(-n2c(SCC(=O)O)nc3sc4c(c3c2=O)C(C)CCC4)cc1 (centres undefined)	-5	8	10	2	3.0	0	6	-0.2	-9
COC(=O)C(C)Oc1ccc2c(c1)O/C(=C\c1ccco1)C2=O (centres undefined)	16	1	4	5	0.8	5	-3	-0.1	17
CCOC(=O)C1(O)CSc2nc3sc(C(=O)O)c(C)c3c(=O)n21 (centres undefined)	4	3	-3	-3	0.9	3	9	-0.1	-6
CC(C)(C)NC(=O)NC(=O)COC(=O)c1ccc(OC(F)F)cc1	-6	4	2	0	2.8	0	10	0.4	2
CNCC(O)COc1ccccc1 (centres undefined)	5	-1	0	-7	-0.6	0	-1	0.0	-5
COc1ccc(C(c2nnnn2C2CCCC2)N2CCN(C(=O)c3ccco3)CC2)cc1OC (centres undefined)	14	-2	-7	13	-2.4	0	-6	-0.1	2
COC(=O)c1cc(=O)n2c(sc3ccccc32)c1C#N	0	-2	-2	11	-0.4	2	2	0.0	5
CCc1cccc(CC)c1N(COC)C(=O)Cn1ccccc1=N	4	-1	0	7	-0.3	2	-5	0.0	-5
Cc1ccc(N(C(=O)Cc2cccs2)C(C(=O)NC2CCCC2)c2ccncc2)cc1 (centres undefined)	4	-7	-2	2	-1.8	1	1	0.5	1
OCc1cc(CO)c(O)c(CCc2ccccc2)n1	-1	0	-3	-28	1.8	-5	7	0.1	-3
Cc1ccc(C)c(N2CCN(C(=O)Cc3ccc(NC4=NC5CS(=O)(=O)CC5S4)cc3)CC2)c1 (centres undefined)	-7	-1	0	0	4.8	1	3	0.2	-9
CC(NC(=O)CC(O)(C(F)(F)F)C(F)(F)F)c1ccccc1 (centres undefined)	1	0	5	-5	1.4	0	-3	0.0	7
O=C(N/C(=C/c1ccccc1Cl)C(=O)N1CCCCC1)c1ccco1	-1	-1	-3	1	3.3	0	5	0.3	0
COc1ccc(CC2(CO)CCN(Cc3cccc(OC)c3OC)CC2)cc1	-12	-5	-3	-14	-0.3	0	9	-0.1	-2
O=C(Nc1ccc(Cl)cn1)c1ccc2ccccc2n1	6	0	-1	-5	-0.8	-4	-3	0.1	1
COc1cc(OC)c(OC)cc1CNCCNC(=O)c1nonc1N	5	1	-8	-8	-1.1	1	5	0.3	4
CCS(=O)(=O)N1CCN(c2c(Cl)cccc2[N+](=O)[O-])CC1	-12	-2	-2	-5	0.6	-4	-4	0.0	1
COc1ccccc1C(=O)NCC(=O)N/N=C/c1cc(Br)ccc1OC(=O)/C=C\c1ccco1	12	-3	4	4	1.5	-3	20	0.0	13
COc1ccc(NS(=O)(=O)c2cc(NC(=O)CC3CCCC3)ccc2N2CCOCC2)cc1	6	6	0	12	2.1	-1	2	0.1	6
CC1C(=O)C(C)(C)C(=O)OC1c1ccc([N+](=O)[O-])cc1 (centres undefined)	1	-1	-2	-9	0.2	-2	-7	-0.2	6
COC(=O)c1cccc(NC(=O)CSc2nc(O)c(-c3ccccc3)c(=O)[nH]2)c1	-4	-3	-6	1	0.7	0	11	0.2	-2
COc1cccc(/C=N/Nc2cc(C)nc(-c3ccccc3O)n2)c1O	-22	-1	6	-13	6.0	-4	31	0.5	3
CCOCCCNC(=S)N(Cc1ccco1)Cc1cc2cc3c(cc2[nH]c1=O)OCCO3	-9	-2	-2	7	-1.7	3	12	0.6	2
CC1CCCN(Cc2c(O)ccc3c(=O)c(-c4nc5ccccc5s4)c(N)oc23)C1 (centres undefined)	-1	0	5	0	5.3	0	65*	0.1	3
COC(=O)C(C)Sc1nnc(SC(C)C(=O)OC)s1 (centres undefined)	-22	0	-1	7	2.3	1	9	0.1	-1
c1csc(-c2cn3c(n2)SCC3)c1	5	4	-4	-3	-2.0	-2	0	-0.1	3
Cn1c(C(=O)NCCN2CCOCC2)cc2c(=O)n3ccccc3nc21	6	4	0	11	-1.0	-1	2	0.0	4
CCc1cc(Cn2nc(-c3ccccc3)cc2C(=O)O)on1	8	1	-2	-7	-0.4	-2	3	-0.1	-12
O=C(N/N=C/c1ccc2cccnc2c1)c1ccco1	7	3	-7	19	-0.6	-6	3	0.0	3

Not a retest: an excerpt of the list.
SMILES	EBNA-1 inhibitor	Fh CTSL1 inh	PP1 counter	ZTA DNA inh	PP5 inh	TPT1 inhibitor	PREPL inh	Efflux pump inh	HCV core dimer
CC1CCCN(Cc2c(O)ccc3c(=O)c(-c4nc5ccccc5s4)c(N)oc23)C1 (centres undefined)	-1	0	5	0	5.3	0	65*	0.1	3
COC(=O)C(C)Sc1nnc(SC(C)C(=O)OC)s1 (centres undefined)	-22	0	-1	7	2.3	1	9	0.1	-1
c1csc(-c2cn3c(n2)SCC3)c1	5	4	-4	-3	-2.0	-2	0	-0.1	3
Cn1c(C(=O)NCCN2CCOCC2)cc2c(=O)n3ccccc3nc21	6	4	0	11	-1.0	-1	2	0.0	4
CCc1cc(Cn2nc(-c3ccccc3)cc2C(=O)O)on1	8	1	-2	-7	-0.4	-2	3	-0.1	-12
O=C(N/N=C/c1ccc2cccnc2c1)c1ccco1	7	3	-7	19	-0.6	-6	3	0.0	3

Remaining list, next part.
SMILES	EBNA-1 inhibitor	Fh CTSL1 inh	PP1 counter	ZTA DNA inh	PP5 inh	TPT1 inhibitor	PREPL inh	Efflux pump inh	HCV core dimer
Cc1ccc(NC(C)C(=O)N/N=C/c2ccc([N+](=O)[O-])s2)cc1 (centres undefined)	5	4	0	-13	1.7	-1	24	0.0	2
CC(C)(C)c1ccc(C(=O)NCc2nnc(SCC(=O)NC3CCCCC3)o2)cc1	5	7	-1	6	3.8	-2	14	-0.1	2
CC(C)CC(NC(=O)C1CCC(C)CC1)C(=O)NCc1ccccn1 (centres undefined)	8	3	-9	-2	-1.8	-4	-3	0.0	-2
CCC(=O)c1ccc(OCCn2cnc3ccccc32)cc1	-1	9	1	-3	1.2	4	-21	0.0	1
COc1cc(NC(=O)c2ccccc2[N+](=O)[O-])ccc1NC(=O)C(C)C	-5	0	-2	-1	1.2	3	8	0.0	-6
O=C(Nn1c(=O)[nH]c2ccccc2c1=O)c1ccco1	5	1	-2	3	-4.7	-1	0	-0.2	0
CCOC(=O)c1c(CN2CCCCC2)oc2ccc(OC)cc12	-21&3	-9&1	1&2	10&-7	-1.7&1.6	-1&-2	11&7	0.5&0.0	-21&-1
CN(c1ccccc1)S(=O)(=O)c1cccc(C(=O)NCCc2ccc(O)c(O)c2)c1	-4	2	2	-8	-1.1	0	10	-0.3	-4
COc1ccc(-c2nc3ccccc3c(=O)n2CCOc2c(C)cccc2C)cc1	0	0	0	-12	-2.5	-1	0	0.1	6
O=C(N/N=C/c1ccc([N+](=O)[O-])o1)c1cccc(S(=O)(=O)N2CCOCC2)c1	3	2	4	-6	0.1	1	14	0.1	-6
Cc1c(C(=O)C(=O)NCc2ccco2)c2ccccc2n1C	-10	1	-4	14	2.9	1	-16	0.1	-5
Cc1cc(C)n(CCN(C)C(=O)C2CCC(=O)N(CCc3cccc(F)c3)C2)n1 (centres undefined)	-20	-4	-4	3	1.8	1	6	0.0	-7

Continued (two carried over from the part before).
SMILES	EBNA-1 inhibitor	Fh CTSL1 inh	PP1 counter	ZTA DNA inh	PP5 inh	TPT1 inhibitor	PREPL inh	Efflux pump inh	HCV core dimer
Cc1c(C(=O)C(=O)NCc2ccco2)c2ccccc2n1C	-10	1	-4	14	2.9	1	-16	0.1	-5
Cc1cc(C)n(CCN(C)C(=O)C2CCC(=O)N(CCc3cccc(F)c3)C2)n1 (centres undefined)	-20	-4	-4	3	1.8	1	6	0.0	-7
COc1ccc(/C=C(\NC(=O)c2ccco2)C(=O)N2CCCCC2)cc1	11	-21	0	-1	2.5	-7	11	-0.2	-1
COc1ccccc1NC(=O)CSc1nnnn1C1CCCCC1	3	1	-3	15	-0.6	-1	3	0.3	8
C=C(C)C1CC=C(C)/C(=N/NC(=O)COc2ccc(C)cc2)C1 (centres undefined)	7	4	2	3	0.5	1	3	0.1	9
CCCc1c(C(=O)Nc2cc(C)on2)cnn1-c1ccccc1	-7	-1	-1	-12	1.3	-3	3	0.1	0
Cc1nc2sc(C(c3ccco3)N3CC(C)OC(C)C3)c(O)n2n1 (centres undefined)	-16	0	-4	-23	-2.0	2	-8	0.2	-2
O=C(Nc1cccc(NC(=O)c2ncn[nH]2)c1)c1cccc(Cl)c1	7	-3	1	-14	1.6	-1	3	-0.2	0
Cc1cc([N+](=O)[O-])nn1CCCC(=O)Nc1ccc2c(c1)OCO2	-7	6	-2	-1	0.2	2	13	0.1	13
O=C(CN1CCN(c2ccccn2)CC1)NC(=O)NC1CCCCC1	-5	-4	-1	8	1.8	4	-2	-0.1	-1
CCN(CC)CCCNC(=O)c1cc(Nc2ccc(OC)cc2)nc2ccccc12	-9	-4	-4	2	2.4	0	32	0.4	-12
Cc1ccc(Nc2cc(C)c(O)c(C)c2)cc1	7	-2	2	6	-0.1	-7	25	-0.1	-26

An excerpt from above with just EBNA-1 inhibitor and PP5 inh:
molecule | EBNA-1 inhibitor | PP5 inh
COc1ccccc1NC(=O)CSc1nnnn1C1CCCCC1 | 3 | -0.6
O=C(O)CCC(=O)N1N=C(c2cccs2)CC1c1cccc([N+](=O)[O-])c1 (centres undefined) | -6 | 0.8
CCN(CC)CCCNC(=O)c1cc(Nc2ccc(OC)cc2)nc2ccccc12 | -9 | 2.4
